# APJ antagonist: antagonists of human apelin receptor APJ, primary screen, CHO-K1 cells, beta-arrestin complementation, luminescence. P35414. inhibition, % at 20 µM. 0.32% of 330,000 active. AID 2521, 2010;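 active means inhibition above about 40% at 20 µM, limit read from the data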;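 further: cells challenged with 10 nM apelin-13 agonist together with compound; plate controls were apelin-13 plus DMSO wells for no effect and DMSO wells lacking apelin-13 for full effect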
# Target sequence (P35414 whole entry, looked up): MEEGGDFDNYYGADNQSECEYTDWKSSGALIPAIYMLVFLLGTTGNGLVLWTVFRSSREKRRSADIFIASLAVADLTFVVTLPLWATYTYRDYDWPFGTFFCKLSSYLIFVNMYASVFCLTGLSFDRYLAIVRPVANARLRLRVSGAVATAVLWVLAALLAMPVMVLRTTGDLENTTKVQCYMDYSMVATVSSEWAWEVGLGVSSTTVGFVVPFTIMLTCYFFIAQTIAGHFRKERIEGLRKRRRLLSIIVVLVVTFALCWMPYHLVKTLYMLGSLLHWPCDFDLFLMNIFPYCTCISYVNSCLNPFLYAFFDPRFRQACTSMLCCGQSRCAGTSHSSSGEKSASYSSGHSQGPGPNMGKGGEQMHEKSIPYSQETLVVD
# Jurkat NFkB inh: inhibitors of induced NF-kB luciferase reporter, primary screen, TCR NF-kB activation inhibitor project, cell-based, luminescence, uHTS | Jurkat, PMA/ionomycin-induced NF-kB luciferase reporter | inhibition, % at 4 µM | 0.53% of 330,000 active; in the data active means inhibition above about 50%
# 697 NFkB inh: inhibitors of PMA/ionomycin-induced NF-kB reporter, 697 cells, primary screen, B-cell NF-kB inhibitor project, cell-based, luminescence, uHTS; 697 B-cell NF-kB luciferase reporter, 16 h; inhibition, % at 4 µM; 0.33% of 330,000 active; AID 435022, 2010; in the data active means inhibition above about 35%
# Gli-Sufu block: Gli-Sufu pathway antagonists, primary screen, luciferase luminescence, Sufu-KO-LIGHT cells, uHTS; Sufu-KO-LIGHT fibroblasts, Gli luciferase reporter luminescence; 0.74% of 340,000 active; inhibition, % at 5 µM;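 active means inhibition above about 55%, limit read from the data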;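 further: 0% = DMSO-treated cells and 100% = wells with medium but no cells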
# UBC13 polyUb: UBC13 polyubiquitin chain formation inhibitors, primary screen, biochemical, TR-FRET, uHTS; Ubiquitin-conjugating enzyme E2 N (Homo sapiens), P61088; inhibition, % at 20 µM; 0.47% of 330,000 active; AID 485273, 2010; in the data active means inhibition above about 45%, passing the limit was not always enough
# Target sequence (P61088 whole entry, looked up): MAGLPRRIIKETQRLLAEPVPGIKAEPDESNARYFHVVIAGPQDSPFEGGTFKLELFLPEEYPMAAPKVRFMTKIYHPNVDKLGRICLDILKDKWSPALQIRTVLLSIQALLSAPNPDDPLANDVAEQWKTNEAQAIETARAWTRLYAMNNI
# CXCR6 inh: CXCR6 receptor inhibitors, primary screen, cell-based, beta-arrestin, luminescence, CHO-K1 PathHunter, 1536-well; C-X-C chemokine receptor type 6 (Homo sapiens), O00574; inhibition, % at 20 µM; 0.36% of 360,000 active; AID 602244, 2012; in the data active means inhibition above about 34%, passing the limit was not always enough;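 further: antagonist mode with CXCL16 agonist at 10 nM final; 0% = 10 nM CXCL16 with DMSO and 100% = unstimulated wells without agonist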
# CCR6 antagonist: CCR6 receptor antagonists, primary screen, cell-based, CHO-K1, luminescence, beta-arrestin, uHTS. 0.49% of 340,000 active. inhibition, % at 20 µM. C-C chemokine receptor type 6 (Homo sapiens), P51684. CHO-K1 CCR6 PathHunter beta-arrestin, CCL20-stimulated;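 active means compounds whose inhibition of the agonist-driven luminescence signal at 20 µM reaches about 50%, limit read from the data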;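 further: cells stimulated with CCL20 at 14 nM final; plate controls were DMSO with CCL20 for no effect and DMSO without agonist for full effect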
# EBI2 antag: EBI2 receptor antagonists, beta-arrestin recruitment, primary screen, cell-based, luminescence, 7a,25-OHC stimulation, uHTS; 7a,25-OHC stimulated; inhibition, % at 5 µM; 0.81% of 360,000 active; AID 651636, 2012; in the data active means inhibition above about 38%;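 further: enzyme fragment complementation signal reports receptor beta-arrestin coupling in cells; 0% = agonist plus DMSO wells and 100% = wells without agonist; some results beyond the cut were filed as inactive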
# Target sequence (P32249 whole entry, looked up, the tested form may be a part): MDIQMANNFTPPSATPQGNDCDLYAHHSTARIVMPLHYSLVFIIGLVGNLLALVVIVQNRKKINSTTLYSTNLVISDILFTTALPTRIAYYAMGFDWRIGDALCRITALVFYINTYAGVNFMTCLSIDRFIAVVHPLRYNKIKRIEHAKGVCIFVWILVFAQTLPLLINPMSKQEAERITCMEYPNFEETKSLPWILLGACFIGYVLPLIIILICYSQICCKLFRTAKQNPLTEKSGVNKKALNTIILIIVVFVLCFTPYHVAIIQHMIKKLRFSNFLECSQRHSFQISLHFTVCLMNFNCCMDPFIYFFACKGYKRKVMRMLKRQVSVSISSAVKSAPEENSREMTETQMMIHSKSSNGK
# The depositor's hits bear a star; . = not tested or not shown. Random draw from the library. Share with any hit: about 3%.
smiles	APJ antagonist	Jurkat NFkB inh	697 NFkB inh	Gli-Sufu block	UBC13 polyUb	CXCR6 inh	CCR6 antagonist	EBI2 antag
CN(CCc1ccccc1)C1CCCN(S(=O)(=O)CC(F)(F)F)C1 (stereo unspecified)	13.0	-6.8	7.3	5.7	0.7	-3.5	9.4	-9.5
O=C(Nc1ccccc1)OCCOc1ccc(Br)cc1	14.1	-18.9	3.8	-3.7	2.1	-4.2	5.5	4.5
O=C(Oc1ccc(C(=S)N2CCOCC2)cc1)c1ccc(F)cc1	4.8	-7.3	6.1	-24.8	4.6	3.4	5.8	-16.9
Cc1noc(C)c1CSCC(=O)Nc1cc(C(F)(F)F)ccc1N1CCOCC1	12.5	1.8	-6.7	11.0	-11.4	-2.2	1.4	-5.7
CCCc1ccc(-c2csc(NC(=O)C3=COCCO3)n2)cc1	0.7	-35.4	-39.2	-66.6	6.2	-1.8	-5.2	10.2
O=C(COC(=O)c1c(Cl)cccc1Cl)Nc1cccc(S(=O)(=O)NC2=NCCCCC2)c1	2.5	-0.4	15.2	5.8	17.7	-4.5	9.5	-0.9
CCOC(=O)[C@@H]1[C@H]2COc3cc(OC)ccc3[C@@H]2N2C(=O)N(c3cccc(F)c3)C(=O)[C@@]12C	-63.0	-7.4	-2.5	6.4	-9.8	-0.3	15.5	-8.0
CC(Sc1nnc(-c2cccnc2)n1N)C(=O)NCCC1=CCCCC1 (stereo unspecified)	4.5	7.9	-6.1	-4.0	-0.7	-1.9	6.9	-6.2
CC1(C)C2CCC1(C)C(NC(=O)/C=C/c1ccccc1)C2 (stereo unspecified)	-1.1	-0.1	10.5	-4.8	-8.0	-0.7	10.0	46.3*
CC(C)(CO)NC(=O)C12CC3CC(CC(Br)(C3)C1)C2	12.2	15.2	-2.3	-0.6	0.9	6.2	8.3	-1.0
Cc1ccc(NC(=O)COC(=O)c2ccc([N+](=O)[O-])o2)cc1S(=O)(=O)N1CCCCCC1	-30.5	-21.9	8.0	-13.4	-13.7	-1.8	6.0	-5.7
O=Cc1c(Nc2ccccc2Cl)nc2ccccn2c1=O	9.0	0.1	-6.0	1.6	-4.9	2.0	13.2	-7.8
Nc1nnc(SC2CCCC2)s1	-5.9	0.6	-11.5	-1.8	9.2	3.4	-9.3	1.5
O=C(c1cccs1)N1CCN(CCCc2ccccc2)CC1	-19.7	-22.4	-13.5	-2.9	-1.9	2.9	-2.6	-2.1
CSc1nc2c(cc1C#N)CCCCC2	-3.3	-14.4	-7.2	-11.5	17.1	3.0	6.6	5.2
O=C(COC(=O)CNC(=O)C12CC3CC(CC(C3)C1)C2)NC1CCS(=O)(=O)C1 (stereo unspecified)	6.7	5.4	5.8	-9.4	4.0	2.3	6.3	5.5
Cc1ccc(-n2nnnc2SCn2nnc3ccccc3c2=O)cc1	-11.1	-44.4	-96.3	-4.6	-0.9	-4.9	1.8	-0.7
COc1ccc(N2CCN(C(=O)c3c(-c4ccccc4)noc3C)CC2)cc1	0.6	4.3	5.5	2.0	-0.8	6.5	9.2	-8.3
Cc1ccccc1OCCCCc1c(C)n[nH]c1C	12.5	-2.4	-27.0	11.7	20.2	-4.8	-1.5	8.8
COc1ccccc1NC(=O)COc1cccnc1[N+](=O)[O-]	7.5	4.8	4.8	-1.1	45.8*	-0.7	5.4	4.9
O=C(CCc1ccccc1)Nc1ccc(NS(=O)(=O)c2ccccc2)cc1	4.4	25.9	2.4	-4.0	-2.9	0.6	-6.4	2.9
O=C(COc1cccc2ccccc12)NNC(=O)c1cccs1	4.6	5.4	6.8	8.6	3.6	-1.2	-30.2	-2.2
Cc1ccc(C(=O)NCCc2c[nH]c3ccccc23)c(C)c1	-6.4	-64.8	-84.2	-43.7	1.1	6.9	8.3	0.8
C[C@H](CO)N1C[C@H](C)[C@@H](CN(C)S(=O)(=O)c2cccs2)Oc2c(NC(=O)Nc3ccc4c(c3)OCO4)cccc2C1=O	-18.4	4.2	-4.2	7.7	3.7	-3.4	12.1	-2.3

# Entries above that have bromine (two):
smiles	APJ antagonist	Jurkat NFkB inh	697 NFkB inh	Gli-Sufu block	UBC13 polyUb	CXCR6 inh	CCR6 antagonist	EBI2 antag
O=C(Nc1ccccc1)OCCOc1ccc(Br)cc1	14.1	-18.9	3.8	-3.7	2.1	-4.2	5.5	4.5
CC(C)(CO)NC(=O)C12CC3CC(CC(Br)(C3)C1)C2	12.2	15.2	-2.3	-0.6	0.9	6.2	8.3	-1.0

# (listing goes on)
smiles	APJ antagonist	Jurkat NFkB inh	697 NFkB inh	Gli-Sufu block	UBC13 polyUb	CXCR6 inh	CCR6 antagonist	EBI2 antag
CCOC(=O)CC(=O)CSc1nc(N)c(C#N)c(-c2ccc(Cl)cc2)c1C#N	2.6	2.7	5.3	6.6	21.9	-0.8	4.5	8.3
O=C(COC(=O)CNC(=O)C1CCCCC1)Nc1cccc(F)c1	0.2	-1.9	-1.3	-2.6	19.9	-5.5	5.6	-5.1
CCOC(=O)c1cccc(NC(=O)CSc2nnc(-c3cccnc3)n2C)c1	-9.7	-4.9	-4.6	3.4	-3.7	-1.6	-17.5	-0.9
COc1ccc(/C=N/N2C(C)CCCC2C)cc1O (stereo unspecified)	-13.6	-26.8	6.1	0.0	-3.2	-1.5	16.5	-12.7
N/C(=N\c1nc(CSc2nnnn2-c2ccccc2)cc(=O)[nH]1)Nc1ccccc1	12.1	8.8	15.1	.	4.4	.	.	.
CSC1=NC2(C)CCCCC2C12C=CC(=O)C=C2 (stereo unspecified)	4.3	-8.4	5.6	-0.7	-2.2	7.2	9.6	2.3
O=C(O)c1ccccc1C(=O)Nc1ccc(-c2csc(-c3ccccc3)n2)cc1	.	.	.	-25.0	.	-12.2	14.2	-8.8
N=c1c(C(=O)NCCN2CCOCC2)cc2c(=O)n3ccccc3nc2n1Cc1ccc(F)cc1	23.3	-11.5	9.5	8.4	3.5	11.1	34.0	2.7
COc1ccc(Cl)cc1-c1nc(SCC(=O)NCC2CCCO2)n[nH]1 (stereo unspecified)	12.6	-7.2	9.9	4.2	-6.1	-4.3	6.6	4.4
CCC1CCC/C1=N\NC(=O)c1ccccc1C (stereo unspecified)	-13.7	-34.5	-15.8	-16.7	-13.9	-3.3	11.8	1.8
CN(C)CCCNC(=O)Cc1ccc(Br)cc1	14.7	-1.8	9.4	-5.7	5.4	-4.2	5.9	-8.6
CC1CC(C)CN(S(=O)(=O)c2cc3c4c(c2)C(C)C(=O)N4CCC3)C1 (stereo unspecified)	9.3	15.8	5.1	1.5	-1.5	0.8	-6.4	-16.3
CCn1c(NC(=O)c2ccco2)c(-c2ccccc2Cl)c(=O)c2ccccc21	0.8	11.8	8.5	4.6	-3.9	-2.8	-3.6	-8.7
COCC(=O)n1nc(-c2ccccc2)nc1NCc1cccs1	.	.	.	-25.5	.	-6.3	13.2	-6.0
Cc1ccc(NC(=S)Nc2ccc3cn[nH]c3c2)c(C)c1	-9.6	-8.0	8.2	-8.3	-0.8	6.9	4.2	0.8
CCOc1ccc(CN(C)C(=O)c2ccc3ccccc3n2)cc1	18.4	-5.3	5.8	-22.6	6.1	14.7	14.9	14.0
Cc1nonc1NC(=O)CSc1nc(CCC2CCCC2)nc2ccccc12	-14.4	17.2	7.9	9.7	23.6	3.9	22.0	17.0
CCC1(C)Cc2c(sc3nnn(CC(=O)Nc4ccccc4C)c(=O)c23)CO1 (stereo unspecified)	-1.5	5.9	11.4	-1.2	0.1	-0.4	-0.7	4.8
CCN(CC)S(=O)(=O)c1cccc(NC(=O)CSc2nc3ccccc3[nH]2)c1	-24.6	4.1	-18.8	7.3	1.0	1.1	-1.6	-9.9
COc1ccc(OC)c(-c2cc(C(F)(F)F)c3c(n2)sc2c(O)cc(=O)[nH]c23)c1	14.6	4.5	1.2	-0.2	-2.4	8.5	10.4	5.3
CSc1ncccc1C(=O)Nc1cccc(S(=O)(=O)N(C)c2ccccc2)c1	-18.0	-18.3	14.3	-8.1	1.7	8.5	18.3	7.1
O=C(OCc1nnc(-c2ccccc2)o1)c1ccc2ccccc2n1	-2.7	-21.5	-5.2	7.3	-8.1	2.1	19.9	18.0
O=C1COc2ccc(C(=O)CSc3ccccc3C(=O)O)cc2N1	-31.1	11.9	15.0	0.4	16.0	-2.8	1.7	6.0
NC(=O)c1ccc(Cn2c(C(=O)c3cc(Cl)c(N)c(Cl)c3)c3ccccc3[n+]2[O-])cc1	-120.8	8.7	4.9	4.3	98.5*	-26.0	6.4	-6.1
CC1=CCC2C(=O)N(c3ccc(C(=O)Nc4ccccc4Cl)cc3)C(=O)C2C1 (stereo unspecified)	17.1	8.9	7.5	1.4	3.7	-12.0	2.8	-3.2
Cc1cc(C)c2c(CN3CCN(Cc4ccccc4)CC3)cc(=O)oc2c1	10.2	-15.2	16.5	11.2	7.7	0.3	0.2	-0.8
Cc1ccccc1CNC(=O)C(=O)NCC1CCCN1S(=O)(=O)c1cccs1 (stereo unspecified)	-19.1	3.9	-7.4	-3.5	-7.5	9.4	-2.5	-21.6
COc1ccc(CN2CCN(CC(=O)Nc3ccccc3C(=O)NC3CC3)CC2)cc1F	7.8	-4.2	2.2	-0.1	7.3	-0.8	4.4	-4.6
Cc1ccc(/C=C/C(=O)Nc2ccc(Oc3ccccc3)cc2)o1	.	.	.	-10.5	.	-4.1	8.9	11.1
CCCN(CCC)C1=N/C(=C\c2ccco2)C(=O)N1c1ccccc1	12.7	14.2	2.1	-7.0	-23.1	1.3	21.3	-9.9
CC(C)NC(=O)c1ccccc1NC(=O)Cc1ccc(Br)cc1	-5.3	3.4	5.5	-14.2	-1.0	4.7	12.1	6.8

# One compound at a time (already shown). Order of screens: APJ antagonist | Jurkat NFkB inh | 697 NFkB inh | Gli-Sufu block | UBC13 polyUb | CXCR6 inh | CCR6 antagonist | EBI2 antag
# CC(C)NC(=O)c1ccccc1NC(=O)Cc1ccc(Br)cc1 is listed with -5.3 | 3.4 | 5.5 | -14.2 | -1.0 | 4.7 | 12.1 | 6.8
# CC1=CCC2C(=O)N(c3ccc(C(=O)Nc4ccccc4Cl)cc3)C(=O)C2C1 (stereo unspecified) is listed with 17.1 | 8.9 | 7.5 | 1.4 | 3.7 | -12.0 | 2.8 | -3.2
# Cc1ccccc1CNC(=O)C(=O)NCC1CCCN1S(=O)(=O)c1cccs1 (stereo unspecified) is listed with -19.1 | 3.9 | -7.4 | -3.5 | -7.5 | 9.4 | -2.5 | -21.6
# Cc1cc(C)c2c(CN3CCN(Cc4ccccc4)CC3)cc(=O)oc2c1 is listed with 10.2 | -15.2 | 16.5 | 11.2 | 7.7 | 0.3 | 0.2 | -0.8
# Cc1ccc(/C=C/C(=O)Nc2ccc(Oc3ccccc3)cc2)o1 is listed with . | . | . | -10.5 | . | -4.1 | 8.9 | 11.1
